# Compound activity from PubChem BioAssay.
# SENP8 inh: blocks the human protease SENP8. Q96LD8. purified SENP8, Z-RLRGG-aminoluciferin cleavage, luminescence. inhibition, % at 10 µM. 1.2% of 330,000 active
# Target sequence (Q96LD8 whole entry, looked up): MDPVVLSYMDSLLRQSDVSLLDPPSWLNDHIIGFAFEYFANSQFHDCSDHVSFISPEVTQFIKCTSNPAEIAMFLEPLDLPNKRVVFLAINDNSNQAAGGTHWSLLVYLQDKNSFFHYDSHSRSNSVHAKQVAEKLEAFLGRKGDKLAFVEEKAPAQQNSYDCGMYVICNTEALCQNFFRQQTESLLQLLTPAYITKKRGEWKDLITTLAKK
# HKDC1 inhibitor: inhibitors of human hexokinase HKDC1. AID 493160. Q2TB90. recombinant HKDC1, G6PDH/diaphorase resazurin coupled fluorescence. inhibition, % at 20 µM. 0.16% of 340,000 active;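 active = inhibition above about 35% when tested at 20 µM, limit read from the data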;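 also: plate controls were DMSO wells with enzyme for no effect and DMSO wells lacking enzyme for full effect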
#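 Assay system: recombinant HKDC1 hexokinase; detection: coupled resazurin fluorescence, excitation 525 nm, emission 613 nm; benchmarks: DMSO-plus-enzyme-mix negative control, buffer-substituted positive control; compound dosing: single 20 µM dose; schedule: 90 min at room temperature in dark; also added: glucose plus 1 mM ATP as hexokinase substrates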
# 697 NFkB inh: lowers PMA/ionomycin-induced NF-kB signal in 697 B cells; 697 B-cell NF-kB luciferase reporter, 16 h; inhibition, % at 4 µM; 0.33% of 330,000 active; AID 435022; in the data active = inhibition above about 35%
# UBC13 polyUb: inhibitors of human UBC13 polyubiquitin chain formation; P61088; inhibition, % at 20 µM; TR-FRET; 0.47% of 330,000 active; in the data active = inhibition above about 45%, passing the limit was not always enough
# Target sequence (P61088 whole entry, looked up): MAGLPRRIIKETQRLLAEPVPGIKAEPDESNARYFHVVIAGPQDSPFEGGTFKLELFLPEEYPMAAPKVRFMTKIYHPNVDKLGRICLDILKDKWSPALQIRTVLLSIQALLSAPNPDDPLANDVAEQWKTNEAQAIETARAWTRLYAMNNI
# Apaf1 inhib: inhibitors of human Apaf-1 apoptosome; reconstituted apoptosome caspase-3 activity, DEVD-Rh110 fluorescence; inhibition, % at 20 µM; 0.71% of 330,000 active; active = inhibition of at least 40% at 20 µM;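 also: plate controls were DMSO wells for no effect and DEVD-CHO caspase inhibitor wells for full effect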
#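 Material: reconstituted apoptosome with Apaf-1, cytochrome c, caspase-9, procaspase-3, dATP; medium: pH 7.5 Hepes buffer with CHAPS, BSA, DTT; also added: cytochrome c and DEVD-Rh110 substrate; timing: 30 min plus 50 min, RT; signal: Rh110 fluorescence intensity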
# Jurkat NFkB inh: lowers PMA/ionomycin-induced NF-kB signal in Jurkat cells | PMA/ionomycin-induced NF-kB luciferase reporter, luminescence | inhibition, % at 4 µM | 0.53% of 330,000 active | AID 435003
# SENP7 inh: SENP7 protease inhibition | Q9BQF6 | recombinant SENP7, Z-RLRGG-aminoluciferin luminescence, 40 min | inhibition, % at 5 µM | 1.5% of 330,000 active | AID 434973;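 active = inhibition above about 50% at the single test dose, limit read from the data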;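 also: plate controls were DMSO with enzyme for no effect and no enzyme buffer wells for full effect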
# Target sequence (Q9BQF6 706-1050 limits assumed): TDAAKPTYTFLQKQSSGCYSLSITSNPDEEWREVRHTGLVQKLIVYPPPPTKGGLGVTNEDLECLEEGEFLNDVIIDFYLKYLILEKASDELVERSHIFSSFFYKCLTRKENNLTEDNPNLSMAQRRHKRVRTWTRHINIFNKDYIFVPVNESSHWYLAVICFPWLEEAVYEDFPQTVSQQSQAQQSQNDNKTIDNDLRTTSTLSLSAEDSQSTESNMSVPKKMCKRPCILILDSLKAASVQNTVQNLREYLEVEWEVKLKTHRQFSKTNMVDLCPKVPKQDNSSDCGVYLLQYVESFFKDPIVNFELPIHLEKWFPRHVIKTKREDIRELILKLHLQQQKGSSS
# Gli-Sufu antag: Gli-Sufu pathway antagonism; Sufu-KO-LIGHT fibroblasts, Gli luciferase reporter luminescence; inhibition, % at 5 µM; 0.74% of 340,000 active; AID 588413;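 active = inhibition above about 55%, limit read from the data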;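 also: 0% = DMSO-treated cells and 100% = wells with medium but no cells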
# * hit, by the source's call; . = not tested or not shown. Rule as the data show it, unless noted: active = inhibition above about 50%; inactive = the rest.
SMILES,SENP8 inh,HKDC1 inhibitor,697 NFkB inh,UBC13 polyUb,Apaf1 inhib,Jurkat NFkB inh,SENP7 inh,Gli-Sufu antag
COCCn1c(Sc2ccccc2)nc2c1c(=O)[nH]c(=O)n2C,-4,-4,-2,-2,2,3,-5,7
Cc1cc(C)n(C(=O)CNC(=O)Cc2ccccc2)n1,3,2,3,0,-21,16,25,3
O=C(NCc1ccco1)C(=O)NCC1OCCN1S(=O)(=O)c1ccc(Br)cc1 (stereo not given),7,-8,-15,2,-5,1,7,6
Cc1ccc(NC(=O)CCc2nnc(SCC(=O)Nc3ccccc3C)n2C)cc1Cl,-5,11,13,-2,5,-12,9,2
COc1ccc(Br)cc1CNC(=O)C1CCCN(S(C)(=O)=O)C1 (stereo not given),-12,-11,4,2,-14,-7,-7,6
C/C(CCc1ccc2c(c1)OCO2)=N\NC(=O)c1ccc(C)cc1C,-3,-7,-5,4,-2,-2,3,-6
COc1ccccc1NC(=O)N1CCN(c2ccnc3cc(Cl)ccc23)CC1,-3,1,22,13,-4,9,-12,27
Cc1ccc(-c2nc(CSc3nc4ccccc4c(=O)n3C)cs2)cc1,-8,-4,-58,5,17,4,0,44
COc1ccc(-n2ccnc2CN2CCCC(CO)(Cc3cccc(OC)c3)C2)cc1 (stereo not given),-1,-2,-18,2,11,-2,9,-13
COc1cccc(-c2nn3c(-c4cccc(C)c4)nnc3s2)c1,-16,3,-5,7,22,-16,-10,-19
O=C(c1ccc(S(=O)(=O)Cc2cc(F)ccc2F)c([N+](=O)[O-])c1)N1CCCCC1,3,-3,21,-7,-17,28,15,16
O=C(COc1cccc(Cl)c1)Nc1ccccc1N1CCCCC1,1,5,8,-3,9,3,0,7

# The last three entries of the section before open the next one.
SMILES,SENP8 inh,HKDC1 inhibitor,697 NFkB inh,UBC13 polyUb,Apaf1 inhib,Jurkat NFkB inh,SENP7 inh,Gli-Sufu antag
COc1cccc(-c2nn3c(-c4cccc(C)c4)nnc3s2)c1,-16,3,-5,7,22,-16,-10,-19
O=C(c1ccc(S(=O)(=O)Cc2cc(F)ccc2F)c([N+](=O)[O-])c1)N1CCCCC1,3,-3,21,-7,-17,28,15,16
O=C(COc1cccc(Cl)c1)Nc1ccccc1N1CCCCC1,1,5,8,-3,9,3,0,7
CCOC(=O)c1ccc(COC(=O)CCc2nc(-c3ccccc3)c(-c3ccccc3)o2)cc1,-1,-3,29,-1,3,4,-9,1
COc1ccc(CNCc2c(C(=O)N(C)C)nc3ccc(Cl)cn23)c(OC)c1,2,-8,20,-4,-5,-6,2,13
O=C(N/N=C/c1ccc2c(c1)OCO2)c1ccc(Cl)cc1Cl,-4,-2,17,-4,9,16,4,-12
CCOc1cc(C#N)c(NC(=O)Cn2nnc3ccccc32)cc1OCC,5,2,19,-3,2,2,4,3
Cc1cc(C)cc(N(CC(=O)NCC2CCCO2)S(=O)(=O)c2c(C)noc2C)c1 (stereo not given),-13,1,0,3,9,-18,-7,-3
CCOC(=O)CNC(=O)CSc1ncnc2c1cnn2-c1ccc(OC)cc1,68*,-5,8,12,6,17,35,-3
Cc1ccc(C(=O)Nc2sc(C)c(C)c2C(=O)c2ccccc2)cc1,-5,-14,-15,0,11,8,0,2
COc1nccnc1NS(=O)(=O)c1ccc(NCc2ccccc2O)cc1,-4,3,5,2,-1,-1,-2,11
O=C(COc1ccc2ccccc2c1Br)N1CCN(c2ccccn2)CC1,-1,0,-10,-19,21,-3,-1,4
CCc1ccc(OCc2nnc(SCCN3CCOCC3)n2CC)cc1,-13,-2,-10,-7,-13,-1,-3,7
Cc1cc(C(=O)COC(=O)c2ccc(N)c([N+](=O)[O-])c2)c(C)n1Cc1ccc2c(c1)OCO2,-8,0,-112,5,-10,-53,3,-32
Cc1cccc(C(=O)Oc2ccc3ccc(O)cc3c2)c1,0,1,2,1,1,11,-4,.

# Record cards (already shown).
# Cc1cc(C)cc(N(CC(=O)NCC2CCCO2)S(=O)(=O)c2c(C)noc2C)c1 (stereo not given) in the list: SENP8 inh = -13; HKDC1 inhibitor = 1; 697 NFkB inh = 0; UBC13 polyUb = 3; Apaf1 inhib = 9; Jurkat NFkB inh = -18; SENP7 inh = -7; Gli-Sufu antag = -3
# CCOC(=O)CNC(=O)CSc1ncnc2c1cnn2-c1ccc(OC)cc1 in the list: SENP8 inh = 68*; HKDC1 inhibitor = -5; 697 NFkB inh = 8; UBC13 polyUb = 12; Apaf1 inhib = 6; Jurkat NFkB inh = 17; SENP7 inh = 35; Gli-Sufu antag = -3

# Looked up one by one from the entries so far, six records:
SMILES,SENP8 inh,HKDC1 inhibitor,697 NFkB inh,UBC13 polyUb,Apaf1 inhib,Jurkat NFkB inh,SENP7 inh,Gli-Sufu antag
Cc1ccc(C(=O)Nc2sc(C)c(C)c2C(=O)c2ccccc2)cc1,-5,-14,-15,0,11,8,0,2
COc1nccnc1NS(=O)(=O)c1ccc(NCc2ccccc2O)cc1,-4,3,5,2,-1,-1,-2,11
Cc1cc(C)cc(N(CC(=O)NCC2CCCO2)S(=O)(=O)c2c(C)noc2C)c1 (stereo not given),-13,1,0,3,9,-18,-7,-3
Cc1cccc(C(=O)Oc2ccc3ccc(O)cc3c2)c1,0,1,2,1,1,11,-4,.
CCOc1cc(C#N)c(NC(=O)Cn2nnc3ccccc32)cc1OCC,5,2,19,-3,2,2,4,3
CCOC(=O)CNC(=O)CSc1ncnc2c1cnn2-c1ccc(OC)cc1,68*,-5,8,12,6,17,35,-3

# (more compounds)
SMILES,SENP8 inh,HKDC1 inhibitor,697 NFkB inh,UBC13 polyUb,Apaf1 inhib,Jurkat NFkB inh,SENP7 inh,Gli-Sufu antag
CCN(CC)S(=O)(=O)c1ccc2c(c1)N(CC(=O)NCCCN1CC(C)CC(C)C1)C(=O)CO2 (stereo not given),-1,-2,-3,6,10,-18,6,11
O=C(COC(=O)Cc1ccsc1)NC(c1ccccc1)c1ccccc1,-16,-7,-9,-4,8,10,0,-1
Cc1ncoc1C(=O)NC1CCCc2c1cnn2-c1ccc(C(C)(C)C)cc1 (stereo not given),13,-6,27,-3,19,60*,-4,52
CC(=O)Nc1ccc(C(=O)Cn2nnc3ccccc3c2=O)cc1,-4,-4,-5,4,-19,-3,2,-17
COCC(C)NCc1cc(Br)ccc1OC (stereo not given),3,-3,10,7,-6,1,-1,0
O=C(Nc1ccc(O)cc1)/C(=C\c1ccncc1)NC(=O)c1ccccc1,-9,-2,6,-9,0,8,-9,1
COc1ccc(-c2[nH]ncc2CN(C)C(C)c2ccncn2)c(F)c1 (stereo not given),5,-1,6,0,-20,0,3,-2
CCOC(=O)CNC(=S)N(Cc1cccs1)C1CCCC1,1,-7,-15,7,-7,-4,-6,2
COc1ccc(CN2CC(=O)N3[C@H]4c5ccc(OC)cc5OC[C@@H]4[C@H](c4ccccc4)[C@]3(C)C2=O)cc1,6,3,22,3,17,4,-5,5
CCCn1c(=O)c(C(=O)NCc2ccc3c(c2)OCO3)c(O)c2ccccc21,11,4,5,25,12,-18,-1,1
COC(=O)CNC(=O)c1nn(-c2cccc(OC)c2)c(=O)c2ccccc12,5,-3,6,1,-10,0,-1,0
CCOC(CCn1c(SCc2ccc([N+](=O)[O-])cc2)nc2ccccc2c1=O)OCC,-12,2,13,-15,16,-10,-8,15
COCCCNC(=O)CCS(=O)(=O)Cc1ccc(C)cc1,10,0,21,4,-5,5,0,-1
CCOc1ccc(S(=O)(=O)N2CCCCCC2)cc1,-11,-2,-20,-10,2,-5,-4,-3
CCN(CC(=O)Nc1ccc2c(c1)OCCO2)C(=O)/C=C/c1cccc(OC)c1OC,0,-4,-20,-4,11,-52,-9,-19
O/N=C/c1nc2cc(Cl)ccc2o1,-18,-3,-7,-11,-9,4,-5,2
Cc1ccc(-c2n[nH]c3c2CCC3)cc1,-17,-2,-18,13,-2,-17,9,-14
COC(C[C@H](O)[C@@H](C)[C@H](O)COCc1ccccc1)OC,14,4,23,4,-1,12,0,-15
CCN(CC)C(=O)COc1ccc2oc(C)c(C(=O)OC(C)C)c2c1,-11,-2,-16,5,3,7,-1,8
O=c1c(-c2ccc(Br)cc2)[n+]([O-])c2ccccc2n1OCc1ccccn1,-5,5,8,4,16,3,7,18
O=c1ccn(Cc2ccccc2)c(=O)n1Cc1ccccc1,1,-5,-22,4,14,6,2,-8
CCOc1ccc(CN(C)C(=O)CCNC(=O)c2ccco2)cc1,6,2,1,-2,0,-7,0,-4
COc1ccc(Cl)cc1NC(=O)NN1CCN(C)CC1,0,-5,16,11,2,-1,12,6
CC(C(=O)NCCN1CCOCC1)c1ccc([N+](=O)[O-])cc1 (stereo not given),-4,-3,-1,-25,4,-7,-5,16
CN(C)c1ccc(C(C#N)c2ccccc2)nn1 (stereo not given),-1,-4,-6,2,-2,-16,4,-1
CCOC(=O)CCn1cc(F)c(=O)[nH]c1=O,-2,-3,15,2,-11,4,-1,3
COc1ccccc1C(=O)Nc1nnc(SCC(=O)NC2CCCC2)s1,9,-1,-202,-15,4,-91,44,-108
CC(=O)Oc1c(-c2ccc(Br)o2)oc2ccccc2c1=O,1,-3,2,-2,3,0,4,-2
O=C(c1ccco1)N(Cc1cccs1)C1CCS(=O)(=O)C1 (stereo not given),-1,-7,17,3,-4,-6,0,13
COc1cccc(C(C2C(=O)CC(C)(C)CC2=O)C2C(=O)CC(C)(C)CC2=O)c1,-1,-8,9,-7,7,1,-6,-5
O=C(Nc1cccc(F)c1)c1c(O)c2ccccc2[nH]c1=O,-10,-6,-107,-5,5,-65,3,-58
O=C(/C=C/c1cccc(F)c1)NNC(=O)c1ccncc1,-6,5,-66,-2,-2,-3,17,-11
Cc1ccc(C(=O)n2nnc3ccccc32)cc1[N+](=O)[O-],-7,-6,-14,4,-3,6,-3,3
CCn1nc(C(=O)Nc2ccc(C)c(C)c2)c(Cl)c1Cl,0,-6,-24,5,-5,-23,1,-27
CCOc1cc(CNC2CCCC2)cc(Cl)c1OCc1ccccc1,-1,7,-6,38,14,-5,0,3
COc1ccc(C(=O)NC(C)c2cnn(-c3ccccn3)c2C)o1 (stereo not given),10,-1,5,2,-10,-5,0,-12
CN(C(=O)c1cc2ccccc2o1)c1c(N)n(Cc2ccccc2)c(=O)[nH]c1=O,-12,-4,-14,-18,6,-1,-7,2
Cc1ccccc1NC(=O)Cn1nc(C(=O)O)c2ccccc2c1=O,-3,-7,18,5,1,3,-5,-3
CCn1c(=O)cc(OCC(=O)NC2CCCCC2)c2ccccc21,5,-1,20,-11,25,0,0,2
CC(=O)N1c2ccc(Cl)cc2C2OCCC2C1c1ccco1 (stereo not given),-4,-2,-19,-10,-11,3,-6,2
O=C(/C=C/c1ccc(O)c([N+](=O)[O-])c1)c1ccc2ccccc2c1,8,15,3,-57,15,18,-25,3
COc1ccc(C(C)(C)C)cc1NC(=O)CCn1[nH]c(=O)ccc1=O,-4,-6,11,-12,-6,-8,4,0
N#Cc1c(SCc2ccccc2)nc(N2CCOCC2)c2c1CCCC2,1,0,-3,10,6,-5,-2,31
